Yeast growth inh: yeast BB579 growth reduction in restrictive medium; S. cerevisiae BB579 growth, OD615, 48 h; 140,000 tested, 0.51% active; inhibition, % at 10 µM;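 active = inhibition above a set limit, 3 SD over the mean compound inhibition, cut at about 44% in these data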; note: inactives centre near -24
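Test system: DeaD yeast strain BB579 / Buffer or medium: restrictive glucose-based CSMM-D medium / Doses: single 10 µM dose / Schedule: 4 h cell preincubation, 48 h compound exposure, 30 °C humidified / Technique: culture absorbance at 615 nm / Controls: amphotericin B positive control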
NPY Y2 blocker: blocks the human neuropeptide Y Y2 receptor; NPY-Y2 expressing cells, antagonist mode; inhibition, % at 2.7 µM; AID 793; 140,000 tested, 0.99% active; in the data active = inhibition above about 17%;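 note: 0% = vehicle with agonist challenge and 100% = reference antagonist with challenge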
Target sequence (P49146 whole entry, looked up): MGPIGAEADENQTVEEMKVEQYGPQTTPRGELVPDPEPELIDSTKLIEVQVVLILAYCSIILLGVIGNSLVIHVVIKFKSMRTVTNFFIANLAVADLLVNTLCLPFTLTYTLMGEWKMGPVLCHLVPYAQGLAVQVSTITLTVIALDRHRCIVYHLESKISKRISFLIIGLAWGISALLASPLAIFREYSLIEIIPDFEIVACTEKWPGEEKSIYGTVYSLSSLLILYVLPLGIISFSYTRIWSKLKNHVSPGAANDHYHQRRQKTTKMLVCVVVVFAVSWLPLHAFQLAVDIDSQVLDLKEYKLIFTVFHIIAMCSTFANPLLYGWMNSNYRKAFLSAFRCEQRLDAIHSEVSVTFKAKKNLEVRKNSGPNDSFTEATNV
Yeast lifespan up: extends the lifespan of yeast; S. cerevisiae growth with nicotinamide, OD615; deaD strain in restrictive glucose medium; inhibition of the nicotinamide effect, % at 10 µM; 130,000 tested, 0.68% active;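 active = inhibition above a set limit, placed 3 SD over the median of all compounds, cut at about 26% in these data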;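 note: 0% = nicotinamide-treated wells and 100% = cells grown without nicotinamide; some compounds called inactive have numbers as strong as hits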
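assay system = DeaD-strain S. cerevisiae | buffer or medium = restrictive glucose medium | reagent = 1.5 mM nicotinamide | compound = 10 µM single point, 0.25% DMSO | incubation = 48 h compound exposure at 30 °C, humidified | signal = OD615 measurement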
Phagocytosis inh: macrophage phagocytosis inhibition. 110,000 tested, 0.07% active. inhibition, % at 5 µM. J774A.1 macrophage IgG-bead phagocytosis, imaging;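 active = inhibition above the mean of the plate negative controls plus 5 SD, cut at about 13% in these data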;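 note: phagocytic index as fraction of beads internalized from green versus red external bead signal; plate controls were DMSO negative control for no effect and cytochalasin-D positive control for full effect; some results beyond the cut were filed as inactive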
HCT116 bCat-KO: beta-catenin-lacking colon tumor cell growth suppression; HCT116 beta-catenin knockout viability, CellTiter-Glo, 60 h; hits give low values; viability, % at 10 µM; AID 818; 140,000 tested, 1.5% active;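 active = viability at or under a set limit, the compound median less 4 SD, cut at about 6% in these data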;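 note: 0% = Hyamine 1622 control at 20 µM and 100% = untreated cell control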
GALR2 blocker: GALR2 (human) receptor antagonism. O43603. AID 828. GALR2-expressing cells, antagonist mode. 140,000 tested, 0.39% active. inhibition, % at 4 µM; in the data active = inhibition above about 27%;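 note: cells stimulated with galanin 1-16 at roughly its EC80; 0% = agonist challenge control and 100% = basal control without agonist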
Target sequence (O43603 whole entry, looked up): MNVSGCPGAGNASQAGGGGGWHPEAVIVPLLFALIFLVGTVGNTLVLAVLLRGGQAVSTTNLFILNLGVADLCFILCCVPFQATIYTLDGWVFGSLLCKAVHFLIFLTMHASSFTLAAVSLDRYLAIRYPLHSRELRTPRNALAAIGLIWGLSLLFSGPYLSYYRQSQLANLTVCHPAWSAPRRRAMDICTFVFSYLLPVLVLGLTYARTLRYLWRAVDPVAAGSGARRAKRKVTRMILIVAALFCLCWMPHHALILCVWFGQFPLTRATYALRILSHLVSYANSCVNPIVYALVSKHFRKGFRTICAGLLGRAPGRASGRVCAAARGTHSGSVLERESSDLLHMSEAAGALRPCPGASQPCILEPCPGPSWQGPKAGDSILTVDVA
PTEN del growth: PTEN-deleted cell growth suppression | HCT116 PTEN-null viability, CellTiter-Glo, 60 h; hits give low values | viability, % at 10 µM | 140,000 tested, 1.2% active | AID 827;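 active = viability at or below a set limit, 4 SD under the median of all tested compounds, cut at about 3.7% in these data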;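 note: PTEN knockout HCT116 line with beta catenin targeted HCT116 as companion control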
Measles CPE: protection of cells from measles virus; protection (pct of control), % at 4 µM; 140,000 tested, 1.5% active; Measles virus-infected cells, CPE protection, absorbance; in the data active = protection mostly above about 24%, no sharp cut-off; inactive = mostly below about 26%; note: some compounds called inactive have numbers as strong as hits
MRP1 act: MRP-1 activation; viability increase, % at 10 µM; 140,000 tested, 0.61% active; H69AR cells + doxorubicin, viability rescue, CellTiter-Glo;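 active = viability gain under doxorubicin at or above a set limit, the compound median plus 3 SD, cut at about 4.7% in these data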;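 note: MRP-1 overexpressing cells given doxorubicin 25 µM after compound pretreatment; 18-22 h compound pretreatment then 72 h with doxorubicin before readout; 0% = doxorubicin-only wells and 100% = vehicle-treated cells without doxorubicin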
E-sel TNF inh: TNF alpha driven E-selectin expression inhibition; 120,000 tested, 0.71% active; inhibition, % at 2 µM; HUVEC TNFa-induced E-selectin immunofluorescence, high content;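 active = inhibition above the batch mean plus 3 SD, and confirmed as a hit on visual image review, cut at about 43% in these data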;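 note: 0% = TNF-stimulated DMSO wells and 100% = unstimulated control wells; not every result past the cut was called active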
* hit, by the source's call; x = not tested or not shown.

SMILES | Yeast growth inh | NPY Y2 blocker | Yeast lifespan up | Phagocytosis inh | HCT116 bCat-KO | GALR2 blocker | PTEN del growth | Measles CPE | MRP1 act | E-sel TNF inh
CC(=O)OCC(=O)NCc1ccc2c(c1)OCO2 | -62.4 | 0.1 | 22.3 | -2.6 | 106.5 | -3.0 | 108.1 | 2.6 | 0.2 | x
CN(C)S(=O)(=O)c1ccc2c(c1)c(=O)c(C(=O)N1CCOCC1)cn2C | -65.4 | 2.9 | -6.5 | 0.1 | 97.8 | 11.2 | 112.0 | 17.4 | -0.3 | x
CCOCCCNC(=O)C(NC(=O)CC1NC(=O)NC1=O)c1ccc(Cl)cc1 (stereo not given) | -22.8 | 2.5 | -0.6 | -3.3 | 93.5 | 0.0 | 90.8 | 26.5 | -2.4 | x
O=C(Nc1ccccc1N1CCN(C(=O)c2ccc(Cl)cc2)CC1)c1cccnc1 | -68.6 | -0.6 | -6.5 | -3.2 | 96.1 | 13.9 | 93.8 | 23.0 | -0.3 | -1.5
C/C(=N\NC(=O)c1ccccc1)c1ccc(NC(=O)c2cccs2)cc1 | -25.3 | -2.1 | -5.8 | -0.9 | 93.6 | -1.8 | 89.3 | 2.9 | -3.0 | 4.8
Fc1cccc(Cl)c1CSc1nnc(COc2cccc3cccnc23)o1 | -19.2 | 6.7 | 4.8 | -1.0 | 90.4 | -8.0 | 79.3 | 1.5 | 0.8 | 15.8
O=C(Nc1nc2ccc3ccccc3c2s1)c1ccc(N2CCCCC2)c([N+](=O)[O-])c1 | -47.8 | 0.9 | 1.9 | -21.0 | 29.1 | -1.6 | 21.6 | 7.8 | -2.7 | 50.5
CC(C)C(=O)N(c1ccc2oc(=O)sc2c1)S(=O)(=O)c1cccs1 | -14.9 | 2.9 | -4.0 | -0.6 | 89.2 | -19.4 | 91.9 | 8.0 | -2.4 | x
CCOC(=O)N1CCN(c2nnnn2-c2ccccc2)CC1 | -30.0 | 2.1 | -3.0 | -0.3 | 85.9 | -3.9 | 94.1 | 5.4 | 0.0 | 18.7
N#Cc1cnn(Cc2ccc(Cl)cc2)c1N | -34.3 | -0.4 | -19.5 | -0.5 | 85.2 | 13.7 | 79.0 | 2.1 | -3.2 | 5.4
COc1cccc(C2C(=O)N(C3CCCCC3)CC(=O)N2Cc2ccc(F)cc2)c1 (stereo not given) | -15.3 | 3.6 | -6.6 | -1.3 | 95.6 | -4.7 | 102.6 | 23.3 | -2.9 | 8.3
CC(=O)OCCCNc1cc(SCc2ccco2)c2nonc2c1[N+](=O)[O-] | -35.9 | 1.6 | 5.0 | -9.8 | 2.3* | 2.1 | 3.5* | 7.4 | -4.3 | x
CCn1c(=N)n(CC(=O)c2ccc(OC)cc2)c2ccccc21 | -5.2 | 4.8 | -21.8 | -0.7 | 47.1 | 7.1 | 41.7 | 3.1 | -4.3 | 35.5
Oc1c(C=NCc2ccncc2)sc2ccccc12 | 4.9 | 0.1 | 4.3 | 0.8 | 91.3 | 6.8 | 86.7 | 4.0 | -3.9 | -55.8
CCN=C(NC#N)SCc1c(F)cccc1Cl | -39.2 | 2.9 | 0.0 | -1.7 | 97.9 | -9.7 | 86.9 | 7.4 | -1.6 | x
CCOc1ccccc1C(=O)NCCCn1ccnc1 | -0.8 | 1.6 | -6.9 | -0.8 | 93.3 | -8.6 | 96.1 | 4.3 | -1.5 | -2.2
O=c1c2cnn(-c3ccc(F)cc3)c2ncn1Cc1ccccn1 | -3.6 | 1.8 | -9.3 | -0.8 | 71.2 | 13.3 | 87.9 | 9.8 | -0.5 | -15.0
CC1(C(=O)N(CC(=O)NC2CCCC2)Cc2ccco2)CC(=O)N=C2C=CC=CN21 (stereo not given) | -10.0 | -0.7 | -21.7 | -1.5 | 78.7 | -4.0 | 94.6 | 11.7 | -3.1 | -4.9
COc1cc2c(cc1OC)CN(Cc1cc(=O)oc3cc(C)c(Cl)cc13)CC2 | -17.6 | 5.6 | -5.7 | -1.4 | 81.5 | 12.5 | 58.7 | 3.4 | -4.0 | -29.2
Nc1cc2c(cc1C(=O)c1ccc(Cl)cc1)OCCO2 | -31.4 | 1.5 | -14.9 | -0.1 | 77.1 | -2.8 | 79.8 | 9.0 | -1.4 | 9.6
CCOC(=O)c1ccc(N2C(=O)CC(Sc3nnc(C)s3)C2=O)cc1 (stereo not given) | -28.1 | -4.8 | -1.9 | -3.7 | 97.7 | -9.1 | 111.2 | 10.5 | -1.7 | 19.6
Cc1ccc(C(=O)NC(Cc2c[nH]c3ccccc23)C(=O)O)o1 (stereo not given) | -66.5 | 1.2 | -13.2 | -0.9 | 101.5 | 10.3 | 97.5 | 3.3 | -0.7 | -2.5
COc1ccccc1-c1noc(-c2cccnc2)n1 | -25.7 | 0.7 | -8.1 | -1.1 | 91.4 | -2.0 | 103.5 | 6.3 | 0.0 | -3.6
Cc1ccc(CNc2cnn(C34CC5CC(CC(C5)C3)C4)c(=O)c2Cl)cc1 | -25.4 | 5.2 | 9.1 | 2.5 | 81.4 | 1.2 | 74.6 | 7.2 | -1.0 | -26.5
COc1ccccc1NC(=S)N(CCc1nc2cc(C)c(C)cc2[nH]1)Cc1cccnc1 | -40.0 | 1.1 | 1.4 | x | 84.0 | 4.9 | 82.6 | 4.4 | -2.7 | 14.8
Cc1c(C)[n+](=O)c2c(n1[O-])CCC2 | -42.8 | 2.9 | -4.0 | -0.5 | 89.9 | 7.7 | 100.2 | 17.9 | -1.5 | 26.6
Cc1ccc(S(=O)(=O)N2CCN(C(=O)N3CCOCC3)C2c2ccc(N(C)C)cc2)cc1 (stereo not given) | -31.5 | 0.7 | -5.0 | -0.2 | 100.2 | 10.6 | 91.5 | 5.8 | -1.7 | -35.1
Cc1cc(NC(=O)c2ccccc2F)n(-c2nc3ccccc3[nH]2)n1 | -31.2 | 0.7 | -8.2 | -0.8 | 74.4 | 2.3 | 70.5 | 3.7 | -5.2 | 4.4
CC(=O)N1CCN(c2ccc(NC(=O)COc3ccc(Cl)cc3Cl)cc2)CC1 | -5.4 | 0.4 | -4.4 | -0.5 | 63.5 | -12.5 | 69.5 | 4.6 | -3.8 | -22.5
Cc1ccc(C(=O)N/C(=C\c2cccs2)C(=O)NCCCn2ccnc2)cc1C | -12.3 | 3.4 | -6.8 | -1.4 | 80.8 | 9.6 | 86.1 | 1.2 | -3.1 | -0.9
CCOc1cc(C(=O)N/N=C\c2cn(CC)nc2C)cc(OCC)c1OCC | -48.9 | 1.4 | 4.1 | 0.6 | 102.2 | 14.0 | 96.8 | 2.4 | -2.6 | -13.2
COc1cc(S(=O)(=O)Nc2cccc(C)c2)ccc1N=Cc1c(C)[nH]n(-c2ccccc2)c1=O | -32.5 | -2.0 | -4.9 | -7.0 | 19.8 | 8.0 | 23.6 | 19.6 | -3.0 | x
COc1ccc(-c2csc(NC(=O)c3cc(-c4cccs4)nc4ccccc34)n2)c(OC)c1 | -4.3 | 1.1 | -2.4 | -7.2 | 93.5 | 0.8 | 104.9 | 10.1 | 4.8* | x
COc1cccc(C(=O)N(Cc2cc3cc(C)ccc3[nH]c2=O)CC2CCCO2)c1 (stereo not given) | -6.9 | 2.4 | 4.1 | 0.8 | 102.4 | 8.0 | 94.2 | 18.1 | -0.8 | -4.0
COCC(C)n1c(-c2ccc3c(c2)NC(=O)CO3)csc1=Nc1ccc(OC(F)F)cc1 (stereo not given) | -33.9 | -2.0 | -2.9 | 1.0 | 13.2 | 6.0 | 19.1 | 2.6 | -0.2 | -14.4
COc1ccccc1N1CCN(C/C(O)=C(\C#N)c2nc(-c3ccccc3)cs2)CC1 | -8.5 | 4.6 | -0.8 | 0.0 | 98.2 | -2.4 | 100.4 | 2.7 | -0.7 | -2.7
COc1cc(NS(=O)(=O)c2ccc(NC(=S)NC(=O)C(C)(C)C)cc2)nc(OC)n1 | -57.1 | 8.6 | -3.7 | -0.8 | 97.7 | -19.2 | 94.6 | 6.9 | 0.1 | 16.2
Cc1ccc(NC(=O)N2CCCC2C(=O)NCCC2=CCCCC2)cc1 (stereo not given) | -10.2 | 1.0 | -8.6 | 0.1 | 100.5 | 5.4 | 99.9 | 3.4 | -0.4 | 24.6
Cc1ccc2c(c1)NC(=O)CC(c1ccccc1)=N2 | -6.9 | 5.7 | x | x | 96.3 | 9.0 | 92.3 | 9.6 | -0.6 | -2.1
COC(=O)c1ccc(/C=N/N2CCN(Cc3ccccc3)CC2)cc1 | 29.0 | 1.0 | -3.3 | -0.9 | 86.9 | -3.7 | 83.9 | 18.6 | 0.7 | -12.8

Single records (already shown).
O=C(Nc1ccccc1N1CCN(C(=O)c2ccc(Cl)cc2)CC1)c1cccnc1 is listed as Yeast growth inh: -68.6; NPY Y2 blocker: -0.6; Yeast lifespan up: -6.5; Phagocytosis inh: -3.2; HCT116 bCat-KO: 96.1; GALR2 blocker: 13.9; PTEN del growth: 93.8; Measles CPE: 23.0; MRP1 act: -0.3; E-sel TNF inh: -1.5
CCOC(=O)c1ccc(N2C(=O)CC(Sc3nnc(C)s3)C2=O)cc1 (stereo not given) is listed as Yeast growth inh: -28.1; NPY Y2 blocker: -4.8; Yeast lifespan up: -1.9; Phagocytosis inh: -3.7; HCT116 bCat-KO: 97.7; GALR2 blocker: -9.1; PTEN del growth: 111.2; Measles CPE: 10.5; MRP1 act: -1.7; E-sel TNF inh: 19.6

The results go on:
SMILES | Yeast growth inh | NPY Y2 blocker | Yeast lifespan up | Phagocytosis inh | HCT116 bCat-KO | GALR2 blocker | PTEN del growth | Measles CPE | MRP1 act | E-sel TNF inh
CCOC(=O)C1CCN(C(=O)CCNC(=O)c2cc(OC)c(OC)c(OC)c2)CC1 | -41.1 | 1.6 | -1.6 | -1.2 | 94.3 | 14.0 | 100.1 | 15.7 | -0.3 | 5.3
CCOC(=O)C1=C(O)CCn2c1nc1ccccc12 | -30.6 | 1.5 | -3.6 | x | 105.5 | -6.1 | 96.7 | 11.6 | -0.6 | -3.0
CCOc1ccc(C2C(C#N)=C(N)Oc3n[nH]c(C)c32)cc1OC(=O)C1CC1 (stereo not given) | -36.4 | 3.0 | -0.4 | -0.1 | 100.4 | 7.1 | 96.9 | 3.5 | -0.9 | x
NC(=O)Cn1c(=O)n(C2CCCCC2)c(=O)c2c3c(sc21)CCCCC3 | -23.6 | -4.3 | -5.2 | -8.8 | 68.6 | 9.4 | 34.1 | x | -3.1 | x
O=C(NCc1ccc(OC(F)(F)F)cc1)C1CC(c2c(Cl)cccc2Cl)=NO1 (stereo not given) | -52.5 | 6.9 | -21.6 | 0.2 | 87.2 | -11.8 | 79.7 | 3.5 | 2.6 | -16.8
Cc1cc(C(=O)CSc2nnnn2C)c(C)n1CCc1ccc(F)cc1 | -45.9 | 3.4 | -23.5 | 0.3 | 83.4 | -17.2 | 78.7 | 11.6 | -3.9 | -8.0
COc1ccccc1/C=C(/C(=O)OCC(=O)N(C)Cc1ccccc1)c1ccccc1 | -13.5 | 5.3 | -2.1 | 1.4 | 72.0 | -9.2 | 72.5 | 9.2 | 1.6 | -8.1
CCOC(=O)C1CCN(C(=O)C2CCN(S(=O)(=O)c3cccc4cccnc34)CC2)CC1 | -36.4 | 3.3 | -2.2 | -0.3 | 84.2 | -2.9 | 109.5 | 5.7 | -2.8 | x

Assay outcomes as filed in PubChem BioAssay.
